NS3 helicase inh: inhibitors of Hepatitis C virus NS3 helicase | inhibition, % at 10.9 µM | AID 1800 | hit rate 0.56% among 290,000 | NS3 helicase DNA unwinding, Cy5 molecular beacon fluorescence;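 active = inhibition above the mean of all tested compounds plus 3 SD, set per campaign, cut at about 35% in these data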;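 note: 0% = DMSO wells and 100% = thioflavine S control wells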
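Compound dosing – single dose, 10.9 µM nominal final, DMSO 0.8% final · System – NS3 helicase fragment of HCV · Buffer or medium – MOPS pH 6.5, MgCl2, DTT, Tween20, BSA · Signal – Cy5 beacon fluorescence read at start and 1 h · Also added – annealed dual-labelled DNA beacon duplex, ATP-started · Schedule – 1 h at 25 °C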
M18AAP inhibitor: PfM18AAP enzyme inhibition; recombinant PfM18AAP, H-Glu-NHMec fluorogenic cleavage; inhibition, % at 7.35 µM; hit rate 1.2% among 290,000; AID 1822;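 active = inhibition above the campaign mean inhibition over all tested compounds plus 3 SD, cut at about 28% in these data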;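 note: 0% = plate median of test compound wells and 100% = 2 mM ZnCl2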
IDE act: IDE (human) activation, cell-based | activation, % at 5.96 µM | AID 493087 | HEK cells, FAbeta-B cleavage, fluorescence polarization; 0% vehicle, 100% cell-free pure enzyme wells | P14735 | hit rate 0.073% among 340,000;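 active = activation above the mean of all tested compounds plus 3 SD, set per screening campaign, cut at about 17% in these data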
SUMO HTRF inh: inhibitors of human SUMOylation (UBC9); P63279; HTRF SUMOylation assay, SAE1/SAE2 + UBC9, in vitro; inhibition, % at 35 µM; hit rate 0.36% among 290,000; AID 2006; in the data active = inhibition above about 50%, passing the limit was not always enough; note: strong numbers were not always called active
Target sequence (P63279 whole entry, looked up): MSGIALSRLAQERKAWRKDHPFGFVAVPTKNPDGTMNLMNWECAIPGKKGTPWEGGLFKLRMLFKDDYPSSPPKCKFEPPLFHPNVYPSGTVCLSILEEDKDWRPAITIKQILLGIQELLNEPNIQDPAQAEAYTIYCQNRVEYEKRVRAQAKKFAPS
VIM-2 inh: blocks Pseudomonas aeruginosa VIM-2 metallo-beta-lactamase; purified VIM-2, nitrocefin hydrolysis, epi-absorbance fluorescence; inhibition, % at 5.6 µM; hit rate 0.89% among 290,000; AID 1527;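 active = inhibition above the mean of all tested compounds plus 3 SD, cutoff set per screening run, cut at about 7.5% in these data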;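 note: red hydrolysis product quenches plate fluorescence so inhibitors raise well fluorescence; 0% = enzyme with DMSO and 100% = DMSO without enzyme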
pCIP destab: compounds decreasing mouse p/CIP protein stability | Q05BA5 | F442A p/CIP-EGFP cells, EGFP fluorescence, 16 h | decrease of EGFP signal, % at 10 µM | hit rate 0.01% among 290,000 | AID 1984;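 active = EGFP signal decrease of at least 30% at 10 µM or well 3 SD below plate mean, unless failing retest; inactive = the rest, including hits failing retest or dose response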; note: some compounds called inactive have numbers as strong as hits; many of its hits are not listed in these tables
IDE inh: cellular human IDE inhibition; HEK cells, FAbetaB cleavage, fluorescence polarization; inhibition, % at 5.59 µM; hit rate 0.41% among 320,000; AID 434962;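 active = percent inhibition above the average of all tested compounds plus 3 SD, set per screening campaign, cut at about 16% in these data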;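 note: IDE supplied by intact live HEK cells; FP after avidin binding of uncleaved biotin substrate so inhibition keeps polarization high; 0% = DMSO wells and 100% = 60 µM reference IDE inhibitor Ii1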
IMP-1 inhibitor: blocks Pseudomonas aeruginosa IMP-1 metallo-beta-lactamase. hit rate 0.45% among 290,000. inhibition, % at 5.6 µM. purified IMP-1, nitrocefin hydrolysis, epi-absorbance fluorescence;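 active = inhibition above the mean plus 3 SD of all compounds in the same screening run, cut at about 4.5% in these data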;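 note: 0% = IMP-1 with DMSO and 100% = DMSO wells lacking enzyme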
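System: Purified IMP-1 | Read-out basis: Percent enzyme inhibition | Controls: IMP-1 with DMSO as 0%, enzyme-free DMSO as 100% | Replicates: One well per compound | Doses: 5.6 µM nominal single concentration | Detection: Epi-absorbance fluorescence, 480 nm excitation, 530 nm emission | Incubation: 25 °C, 15 min preincubation, 25 min reaction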
DNA FID counter: fluorescent intercalator displacement, NS3 helicase counter-screen; DNA fluorescent intercalator displacement, fluorescence; inhibition, % at 7.9 µM; hit rate 0.17% among 290,000; AID 1845; in the data active = inhibition above about 37%;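 note: 0% = vehicle and 100% = reference compound; higher means more ethidium bromide displaced from hairpin DNA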
Starred values were filed as active, the others as inactive; · = no result given; & = joins results of further samples.

compound,NS3 helicase inh,M18AAP inhibitor,IDE act,SUMO HTRF inh,VIM-2 inh,pCIP destab,IDE inh,IMP-1 inhibitor,DNA FID counter
O=C(c1ccc(NS(=O)(=O)c2cccc(C(F)(F)F)c2)cc1)N1CCCC1,0,0,1,-5,-0.8,-7,·,-3.2,-40
COC(=O)c1ccc(C(=O)OC)c(NC(=O)CN(C)Cc2ccccc2)c1,11,5,5,-6,-3.4,0,7,-1.9,-14
CCn1c(SCC(=O)N/N=C(\C)c2ccncc2)nnc1-c1ccccc1,8,-4,2,19,-3.5,-7,4,-3.5,-11
N#C/C(=C\c1coc2ccccc2c1=O)C(N)=S,3,1,-1,6,-4.5,15,6,-6.2,3
O=C(NCCCCCCNC(=O)OC1CCS(=O)(=O)C1)OC1CCS(=O)(=O)C1 (stereo unspecified),1,-9,-5,-3,-1.2,-12,-4,-4.1,-1
COc1cccc(-c2csc3nnc(SCC(=O)NCc4cccs4)n23)c1,3,-1,1,21,-2.8,13,-2,-3.3,-15
Cc1ccc(NC(=S)NC(CO)C(O)c2ccc([N+](=O)[O-])cc2)cc1 (stereo unspecified),2,-16,1,6,-2.3,12,9,-2.4,6
O=C(O)CCCCCCCCc1cn(CN2C(=O)c3ccccc3C2=O)nn1,6,0,4,16,0.7,-13,1,-2.4,-47
CCOc1ccc(C(Nc2ccc(C)cc2)P2(=O)OCC(C)(C)CO2)cc1 (stereo unspecified),0,3,3,15,-2.5,-3,6,-1.7,-33
CC(=O)NCCc1nc2ccccc2n1Cc1cccc(C)c1,-2,-13,6,22,-1.7,-9,2,-1.9,-11
O=C(c1cccs1)N1C(=O)c2cccc3cccc1c23,-1,-1,-9,21,-2.4,-12,10,-2.7,1
N#CC(/C(=N/S(=O)(=O)c1cccs1)c1ccccc1)c1nc2ccccc2[nH]1 (stereo unspecified),-3,-10,-3,-13,1.4,3,2,-5.5,-16
Cc1cccc(C)c1NC(=O)CSc1nc(C)c(CC(=O)c2ccc(Br)cc2)c(C)c1C#N,4,-4,-1,-19,-1.6,17,-2,-2.9,-4
O=C(CCSc1nnc(-c2ccncc2)o1)Nc1ccc(F)cc1,-7,-5,6,24,1.9,-27,5,-0.4,-4
Cc1cc(F)ccc1S(=O)(=O)N1CCCOC1CNC(=O)C(=O)NC1CCCCC1 (stereo unspecified),0,-3,7,-5,1.5,3,2,3.8,-39
O=C(N1CCOCC1)N1CCN(C(=O)N2CCOCC2)CC1,-1,-4,·,·,-0.1,·,·,-2.9,-2
CCn1c(SCC(=O)Nc2nc(C)cs2)nnc1C(C)NC(=O)c1ccccc1 (stereo unspecified),-7,2,0,9,-0.7,5,3,-1.7,-19
CCOC(=O)NC(=O)CSc1nc(C)cc(C(F)(F)F)c1C#N,-1,2,2,19,-1.0,-21,3,-1.0,-2
Cc1cc(C)c(S(=O)(=O)Nc2ccc(O)c(Sc3ncn[nH]3)c2)c(C)c1,6,49*,0,22,-4.6,-13,0,-2.3,-9
Cc1ccc(-n2[nH]c(C)c(C=Nc3ccc(S(=O)(=O)Nc4nccs4)cc3)c2=O)c(C)c1,3,-2,·,3,-0.2,7,1,2.0,2
Nc1ccc(-c2ccc(C(=O)O)s2)cn1,-3,2,-1,29,-0.2,1,6,-2.2,0
C/C(N)=C(/C#N)C(=O)COC(=O)C(NS(=O)(=O)c1ccc(Cl)cc1)C(C)O (stereo unspecified),0,-1,4&3,31,-0.8,-4,-6,-1.8,-3
Cc1ccc(N2CC(C(=O)N3CCCc4ccccc43)CC2=O)cc1 (stereo unspecified),1,1,2,19,-3.4,-6,-4,1.1,-26
CCOC(=O)C1CCN(S(=O)(=O)c2ccc3c4c2CC(=O)N4CC(C)S3)CC1 (stereo unspecified),8,5,8,4,-0.8,-3,1,-3.0,-50
CC(=O)c1c(C)[nH]c(C(=O)OCC(=O)NCCC(C)C)c1C,0,8,6,14,0.7,-6,-2,0.6,-9
COc1ccc(Cl)cc1S(=O)(=O)N1CCCC1,-3,-4,1,-4,-0.2,-9,3,-1.1,-2
O=C(c1ccccc1)c1c[nH]c(C(=O)C(Cl)(Cl)Cl)c1,-2,-1,-2,-1,-3.7,8,-1,-3.1,3
Cc1ccc(S(=O)(=O)NN2C(=O)c3ccccc3NC2(C)C)cc1,-11,-9,4,18,0.3,-23,0,-2.5,-6
CCCC1=[N+](CC(=O)c2ccccc2)CCn2cccc21,21,-45,-4,6,-2.7,-2,1,-3.9,-5
O=C(Nc1ccc(S(=O)(=O)NC2=NCCCCC2)cc1)C1COc2ccccc2O1 (stereo unspecified),-4,-12,8,12,0.1,-12,5,-1.7,-24
Cc1cc(N2C(=O)C(O)=C(C(=O)c3cccs3)C2c2cccc(O)c2)no1 (stereo unspecified),5,25,9,20,1.4,-2,10,-0.2,3
CC(=O)CSc1nnc(NC(=O)CCc2ccccc2)s1,21,-7,3,1,-4.4,-1,7,-3.1,-15
CSc1ccccc1NC(=O)CN(C)C(=O)CCc1c[nH]c2ccccc12,-13,-4,0,3,0.6,0,-2,-0.7,-22
CCCCCCCC(=O)NC(Nc1ccc(S(N)(=O)=O)cc1)C(Cl)(Cl)Cl (stereo unspecified),-3,0,7,-10,-2.9,-10,1,-1.8,-17
Cc1[nH]n(-c2ccccc2)c(=O)c1C(C[N+](=O)[O-])c1ccc(F)cc1 (stereo unspecified),7,30*,-4,88*,-2.3,7,1,-2.8,0
CC1(C)Cc2cccc(OCC(=O)O)c2O1,-11,1,4,-7,-2.6,-13,0,-4.0,3
CCOC(=O)CSc1n[nH]c(=S)s1,8,14,4,7,-1.5,2,3,1.1,-5
COc1ccc(CNC(=O)c2cccc(-c3ccc(C)c4ccccc34)n2)cc1,0,-10,-4,-17,-5.1,-15,7,-2.9,-26
COC(=O)c1cc(OC)c(OC)cc1N,8,5,6,-9,1.9,-2,7,1.0,-9
COc1ccc(C2C(C(C)=O)=C(O)C(=O)N2CCc2c[nH]c3ccccc23)cc1OC (stereo unspecified),5,3,-4,21,-0.8,-3,-3,-2.3,-32
Cc1cc(/C=C2\SC(=Nc3ccc(F)cc3)NC2=O)c(C)n1-c1ccc(S(N)(=O)=O)cc1,-4,2,3,5,-3.0,1,-3,-2.2,-16
CN(CC(=O)Nc1ccc(N2CCOCC2)cc1)CC(=O)Nc1cccc(C#N)c1,-5,-6,1,4,-7.2,6,0,-0.7,-14
COc1ccc(C)cc1S(=O)(=O)N1CCCC(C(=O)NC2CC2)C1 (stereo unspecified),18,4,7,11,-2.8,3,13,-1.4,-20
CCOC(=O)c1oc2ccccc2c1N,-4,-3,5,-2,-3.1,20,4,-2.9,0
CCOc1cccc(-c2nnc3sc(-c4cc(OC)c(OC)c(OC)c4)nn23)c1,-3,4,-2,8,-1.5,-14,4,-4.2,0
COc1ccc(C(=O)Sc2ccc(Cl)cc2)cc1OC,-4,1,3,14,-2.8,-4,3,-1.9,-8

Not a hit list. Share with any hit: about 3.6%.
